Bioassay records (PubChem BioAssay)
TRb SRC2 PPI: qHTS for Inhibitors of the Interaction of Thyroid Hormone Receptor and Steroid Receptor Coregulator 2. AID 1469, 2008. TRbeta-SRC2 peptide binding, fluorescence polarization; receptor liganded with 1 µM T3. 280,000 compounds, 0.065% hits. Potency, µM (titrated, usually from 106 µM), without a hit: at the top dose activity change, negative = inhibition, actives largely listed as inhibitors. Thyroid hormone receptor beta (Homo sapiens), P10828; active = well fitted inhibition curve with a large enough effect; inconclusive = small, poorly fitted or top-dose-only effect, or effect the other way;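 also: plate controls were bound peptide for no effect and peptide without receptor for full effect; nearly all actives have a fitted effect of over 50% in size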
Target sequence (P10828 whole entry, looked up): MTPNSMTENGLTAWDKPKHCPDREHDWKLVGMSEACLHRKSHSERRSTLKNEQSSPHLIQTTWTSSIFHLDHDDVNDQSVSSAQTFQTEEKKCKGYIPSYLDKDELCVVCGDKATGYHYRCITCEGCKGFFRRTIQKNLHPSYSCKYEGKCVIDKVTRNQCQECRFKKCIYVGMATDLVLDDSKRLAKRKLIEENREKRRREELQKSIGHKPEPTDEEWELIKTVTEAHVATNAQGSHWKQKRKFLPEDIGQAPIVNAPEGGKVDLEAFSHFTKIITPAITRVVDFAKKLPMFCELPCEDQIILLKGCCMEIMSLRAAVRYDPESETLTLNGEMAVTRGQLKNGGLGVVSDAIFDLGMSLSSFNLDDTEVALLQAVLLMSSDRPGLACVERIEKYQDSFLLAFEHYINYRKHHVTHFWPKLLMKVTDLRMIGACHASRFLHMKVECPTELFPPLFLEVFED
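Quantitative HTS by FP: 0.6 uM TRb LBD, 20 nM labeled SRC2 20-mer, 1 uM T3, 5% DMSO; 5 hr ambient incubation; % activity per concentration and potencies from concentration series.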
LMNA splice mod: qHTS Assay for Modulators of Lamin A Splicing; AID 1487, 2009; Potency, µM (doses to about 46.1 µM), inactives show at the top dose ratio change, negative = inhibition, usual class: inhibitors; HeLa LMNA splicing GFP/RFP minigene ratio, 48 h; 200,000 compounds, 0.01% hits; active = well fitted inhibition curve with a large enough effect in the signal ratio, with a control signal flat, not every such curve was filed as active; inconclusive = small, poorly fitted or top-dose-only effect, or effect the other way, or a change in a side signal; the % refers to the signal ratio
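S3 HeLa cells stably expressing lamin A-EGFP splicing minigene plus DsRed2, 600 cells/well, 48 h compound exposure at 37C. Laser-scanning cytometry; analysed as GFP (500-530 nm)/RFP (575-640 nm) total intensity ratio; 0.5% DMSO vehicle.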
TR SRC2 fluor cs: Total Fluorescence Counterscreen for Inhibitors of the Interaction of Thyroid Hormone Receptor and Steroid Receptor Coregulator 2 | TRb/SRC2 Texas Red total fluorescence interference | AID 1479, 2009 | Potency, µM (highest dose often 106 µM), for the others: at the top dose fluorescence change, negative = quenching | 280,000 compounds, 0.29% hits; active = well fitted curve in either direction with a large enough effect; inconclusive = small, poorly fitted or top-dose-only effect
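Human TRb ligand-binding domain at 0.6 uM with 20 nM Texas Red SRC2 peptide in Tris buffer containing 1 uM T3 and 5% DMSO, incubated with compound 5 h at ambient temperature. Total fluorescence (555/632 nm) calculated as parallel + 2 × perpendicular.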
Starred values were filed as active, the others as inactive; ? = inconclusive; [ ] = another dose, or the depositor's remark. Unless noted, % is scaled to controls: 0 for no effect and ±100 for the full control effect; potency is read from the fitted curve at half-maximal effect. This is a subset; rates above refer to the full screens.

SMILES	TRb SRC2 PPI	LMNA splice mod	TR SRC2 fluor cs
CN(Cc1ccccc1)C(=O)c1nc(-c2ccc(Cl)cc2)n2c1CCCCC2	6%	-10%[46 µM]	-16%
CCOc1ccccc1C(=O)NCc1nc2cccnc2n1Cc1ccc(C)cc1	-18%	1%[46 µM]	?
Cc1ccc(CN(C(=O)COc2ccc(Cl)cc2)c2ccccn2)o1	-2%	18%[46 µM]	-8%
COc1cc(CCC(=O)NCc2ccc3c(c2)CCN3C(=O)c2cccc(C)c2)cc(OC)c1OC	-9%	-14%[46 µM]	?
Cc1cc(C)c(S(=O)(=O)NCCc2csc3nc(-c4ccc(Cl)cc4)nn23)c(C)c1	-4%	?	0%
Cn1cc(S(=O)(=O)N2CCCCC2)cc1C(=O)NCc1ccc(Cl)cc1	4%	5%[46 µM]	-2%
CSc1ccc(CNC(=O)c2ccc(NC(=O)c3nsc4ccccc34)cc2)cc1	1%	?	-2%
CCOC(=O)c1cc(S(=O)(=O)Nc2ccccc2)[nH]n1	-2%	4%[46 µM]	-1%
Cc1cccc(NC(=O)c2sc(-n3nc(C)c(CCC(C)C)c3C)nc2C)c1	2%	-1%[46 µM]	-9%
Cc1cccc(CNC(=O)CCCN2C(=O)c3cccnc3Oc3ccccc32)c1	-3%	9%[46 µM]	7%
CCn1nc(C)c2c(-c3ccccc3)cc(=O)n(C(C)C(=O)NCCc3ccc(Cl)cc3)c21 (stereo unspecified)	-3%	-25%[46 µM]	-2%
CCn1c(CN2CCC(C)CC2)nc2cc(NC(=O)c3ccc([N+](=O)[O-])cc3)ccc21	-8%	3%[46 µM]	-11%
CCN(CC)c1ccc(NC(=O)Cn2nc3c(cc2=O)CCCC3)c(C)c1	0%	-16%[46 µM]	-4%
CCOC(=O)c1ccc(-n2c(CCC(=O)O)ccc2-c2ccccc2)cc1	1%	1%[46 µM]	-1%
CCOC(=O)c1c(C)[nH]c(C)c1S(=O)(=O)N(C)CC(=O)N1CCN(c2cccc(Cl)c2)CC1	2%	?	-22%
CCc1ccc(OCC(=O)NCC(c2ccc(Cl)cc2)N2CCOCC2)cc1 (stereo unspecified)	-21%	?	10µM*[quencher]
Cc1ccn2c(=O)cc(COc3ccc(NC(=O)C(C)(C)C)cc3)nc2c1	-7%	11%[46 µM]	-3%
CCOC(=O)c1ccc(NC(=O)c2oc3c(c2C)-c2nn(Cc4ccccc4Cl)cc2CC3)cc1	2%	?	-29%
O=C(CCCCCn1c(=O)[nH]c2ccccc2c1=O)N1CCN(c2cccc(C(F)(F)F)c2)CC1	-3%	?	1%
COCCNC(=O)C(=O)Nc1c2c(nn1-c1ccccc1)CS(=O)(=O)C2	-13%	-4%[46 µM]	1%
Cc1ccc(CNS(=O)(=O)c2cc3c(cc2C)NC(=O)CO3)cc1	4%	?	?
CCOc1ccc(N(CC)C(=O)CSc2n[nH]c(-c3ccccc3)n2)cc1	0%	?	-2%
COc1ccc(N2CCN(C(=O)c3ccc(C)c(NC(=O)c4nsc5ccccc45)c3)CC2)cc1	4%	?	-2%
CCOc1ccccc1NC1(c2ccccc2)C(=O)c2ccccc2C1=O	0%	5%[46 µM]	-9%
CCOc1ccccc1NC(=O)N(Cc1ccc(C)o1)C1CCN(C(C)=O)CC1	3%	-6%[46 µM]	1%
Cc1ccc(-c2nn(-c3cccc([N+](=O)[O-])c3)c3c2cnc2ccc(F)cc23)cc1	10%	-5%[46 µM]	0%
CC(C)CCn1c(SCc2ccc(F)cc2Cl)nc2ccsc2c1=O	5%	-7%[46 µM]	3%
COCCNC(=O)c1cccc(Nc2nc3ccccc3n3nnnc23)c1	2%	2%[46 µM]	1%
O=C(COc1ccccc1)Nc1nnc(SCc2cc(=O)c3ccccc3[nH]2)s1	0%	-8%[46 µM]	-1%
COc1ccccc1Cn1ccn(Cc2ccc(C)cc2)c(=O)c1=O	2%	?	-11%
COc1cccc(CC(=O)NCc2ccc3c(c2)CCN3C(C)=O)c1	-2%	13%[46 µM]	-6%
CCCCC(=O)Nc1cccc(OCc2cc(=O)n3ccccc3n2)c1	-6%	-22%[46 µM]	-3%
O=C(NCc1ccccc1)c1ccc2nc(CCc3ccccc3)oc2c1	2%	15%[46 µM]	-27%
COc1ccc(OC)c(NC(=O)c2ccc3nc(C(C)C)oc3c2)c1	5%	7%[46 µM]	-4%
Cc1nn(S(=O)(=O)c2ccc(F)cc2)c(C)c1S(=O)(=O)N1CCCCC1	-1%	5%[46 µM]	-1%
Cc1c(Cl)cccc1NC(=O)c1cnc2sc(N3CCCC3)nn2c1=O	2%	-5%[46 µM]	2%
O=C(NCC(c1cccnc1)N1CCN(Cc2ccccc2)CC1)C(=O)Nc1ccc(F)cc1 (stereo unspecified)	-8%	20%[46 µM]	5%
COc1cccc(CNC(=O)CN(C)S(=O)(=O)c2ccc3[nH]c4c(c3c2)CCCC4)c1	-1%	-7%[46 µM]	4%
Cc1ccccc1OCC(=O)Nc1ccccc1C(=O)OCc1cc(=O)n2nc(C3CC3)sc2n1	-13%	11%[46 µM]	-2%
CCOc1ccccc1NC(=O)c1cc2c(=O)oc3ccccc3c2s1	-7%	6%[46 µM]	-5%
Cc1c(Cl)cccc1-n1ncc(C(=O)NC2CCCC2)c1C1CCN(C(=O)OC(C)(C)C)CC1	7%	?	-2%
O=C(Nc1ccc2nc(SCCOc3ccccc3Cl)sc2c1)c1ccc2c(c1)OCO2	-5%	-2%[46 µM]	?
Cc1ccc(/C=C/c2onc(C)c2S(=O)(=O)N2CCC(C(=O)NCc3ccc(Cl)cc3)CC2)cc1	-4%	11%[46 µM]	-4%
COc1ccc(C(=O)NCc2ccc3c(c2)CCN3C(=O)c2cccc(C)c2)cc1OC	-15%	-6%[46 µM]	?
CCOC(=O)c1[nH]c(C)c(CCC(=O)NC(C)c2ccccc2)c1C (stereo unspecified)	-4%	?	0%
COC(=O)c1ccc(CSc2nc3c([nH]c4ccccc43)c(=O)n2-c2cc(C)cc(C)c2)o1	11%	?	3%
CCC1CN(C(=O)Nc2ccc(C)c(F)c2)c2ccccc2S1 (stereo unspecified)	-9%	-9%[46 µM]	?
CCC(=O)N1c2ccccc2CC1C(=O)NCCN1CCN(c2cccc(C)c2C)CC1 (stereo unspecified)	-1%	0%[46 µM]	-2%
CC(C)OCCCn1c(SCC(=O)c2ccccc2)nc2c(sc3ccccc32)c1=O	3%	-5%[46 µM]	-1%
COc1ccccc1NC(=O)c1cc(C2CC2)nc2c1c(C)nn2-c1ccc(C)cc1	4%	4%[46 µM]	0%
Cc1ccc(Nc2cc(-c3ccccc3)nc(C)n2)cc1	-3%	?	-21%
COC(=O)c1scc(-c2ccccc2)c1S(=O)(=O)Nc1ccccc1	6%	?	-1%
Cc1ccccc1OCC(=O)Nc1ccc(OCc2cc(=O)n3ccccc3n2)cc1	-4%	-7%[46 µM]	-2%
Nc1nnc(SCC(=O)Nc2ccc(Cl)cc2)s1	12%	3%[46 µM]	-2%
O=C(CN1c2ccc(Br)cc2-c2ccccc2S1(=O)=O)N1CCCCC1	-10%	13%[46 µM]	5%
Cc1cc(Nc2cccc(Cl)c2)nc2ccc(NC(=O)c3cccc(N(C)C)c3)cc12	9%	-7%[46 µM]	9%
COc1ccc(-c2nc3n(n2)C(c2ccccc2)C(C(=O)Nc2cccnc2)=C(C)N3)cc1 (stereo unspecified)	1%	?	-5%
CCN(CC)S(=O)(=O)c1nnc(NC(=O)COc2ccc(Cl)cc2)s1	0%	-15%[46 µM]	2%
Cc1nn(-c2ccccc2)c2c1N(CCCC(=O)NCc1ccc(N(C)C)cc1)C(=O)CS2	-6%	3%[46 µM]	-3%
Cc1ccc(CN(C(=O)Nc2cccc(Cl)c2)c2ccccn2)cc1	-2%	5%[46 µM]	-30%

Additional records
SMILES	TRb SRC2 PPI	LMNA splice mod	TR SRC2 fluor cs
Cc1c(C(=O)Nc2cccc(C(F)(F)F)c2)oc2ccc(S(=O)(=O)N3CCC4(CC3)OCCO4)cc12	-4%	?	2%
COc1ccccc1CN1CCN(C2CCN(C(=O)Nc3ccccc3)CC2)C(=O)C1=O	5%	4%[46 µM]	-2%
CCCCOc1ccc(C(C)NC(=O)c2cccc(Nc3nc4ccccc4n4nnnc34)c2)cc1 (stereo unspecified)	-2%	?	2%
Cc1ccc(C)c(N2CCN(C(=O)c3cc(S(=O)(=O)N4CCCC4)cn3C)CC2)c1	-2%	-10%[46 µM]	1%
CCN(Cc1ccccc1)C(=O)C1CCN(S(=O)(=O)c2c(C)noc2/C=C/c2ccc(C)cc2)CC1	3%	-1%[46 µM]	-3%
COc1ccc(-c2cn3c(n2)sc2cc(C(=O)NCCCN4CCCCC4)ccc23)cc1	0%	-12%[46 µM]	?
Cc1ccc(CNC(=O)Cn2cc(C(=O)c3ccc(Cl)cc3)c(=O)c3ccc(C)nc32)cc1	0%	8%[46 µM]	0%
Cc1oc(-c2ccc(Cl)cc2)nc1CSCC(=O)NCc1ccccc1Cl	-3%	2%[46 µM]	-2%
CN(Cc1ccccc1)C(=O)CSc1nc2ccsc2c(=O)n1-c1ccc(F)cc1	5%	9%[46 µM]	-13%
CCOC(=O)c1c(C)[nH]c(C)c1S(=O)(=O)N1CCC(C(=O)N2CCN(c3ccccc3)CC2)CC1	-2%	10%[46 µM]	0%
CCOCCn1ccc2c(OCC(=O)Nc3cccc([N+](=O)[O-])c3)cccc2c1=O	-8%	?	0%
Cc1ccc(-n2ncc(C(=O)NC3CCN(Cc4ccccc4)CC3)c2C2CCN(C(=O)OC(C)(C)C)CC2)cc1C	-4%	-25%[46 µM]	-3%
COCCCNC(=O)Cn1c(=O)n(-c2ccc(C)cc2)c(=O)c2c1c1cc(C)ccc1n2C	-3%	11%[46 µM]	-1%
CCOCCn1ccc2c(OCC(=O)Nc3ccc(OC(F)(F)F)cc3)cccc2c1=O	-5%	-9%[46 µM]	1%
COc1ccccc1C(=O)Nc1ccc2nc(SCCOc3ccccc3C)sc2c1	4%	22%[46 µM]	9%
COc1ccccc1NC(=O)CSc1nnc(-c2cccc(Cl)c2)o1	0%	2%[46 µM]	-10%
Cc1ccccc1NC(=O)Nc1ccc2nc(N3CCN(C)CC3)cc(C)c2c1	-2%	?	-3%
COc1ccc(NC(=O)Cn2c(=O)oc3cc(S(=O)(=O)NCc4ccccc4)ccc32)c(OC)c1	-1%	-4%[46 µM]	-1%
CCCc1cc(=O)oc2c3c(ccc12)OCN(Cc1ccc(OC)cc1)C3	1%	?	-1%
Cn1ccc2c(OCC(=O)NCc3ccccc3Cl)cccc2c1=O	3%	?	2%

An excerpt of these results, in markdown.
| structure | TRb SRC2 PPI | LMNA splice mod | TR SRC2 fluor cs |
| --- | --- | --- | --- |
| CCOC(=O)c1c(C)[nH]c(C)c1S(=O)(=O)N1CCC(C(=O)N2CCN(c3ccccc3)CC2)CC1 | -2% | 10%[46 µM] | 0% |
| CCOCCn1ccc2c(OCC(=O)Nc3cccc([N+](=O)[O-])c3)cccc2c1=O | -8% | ? | 0% |
| Cc1ccc(-n2ncc(C(=O)NC3CCN(Cc4ccccc4)CC3)c2C2CCN(C(=O)OC(C)(C)C)CC2)cc1C | -4% | -25%[46 µM] | -3% |
| COCCCNC(=O)Cn1c(=O)n(-c2ccc(C)cc2)c(=O)c2c1c1cc(C)ccc1n2C | -3% | 11%[46 µM] | -1% |

Other compounds follow:
SMILES	TRb SRC2 PPI	LMNA splice mod	TR SRC2 fluor cs
CCc1ccc(CNC(=O)c2ccc(CS(=O)(=O)Cc3ccccc3C)o2)cc1	-3%	7%[46 µM]	-1%
COc1cc(NC(=O)Cc2noc3ccccc23)cc(OC)c1OC	3%	-12%[46 µM]	-23%
COC(=O)c1c(-c2cccs2)csc1NC(=O)c1ccc(Br)cc1	-9%	-6%[46 µM]	?
COc1ccc(OC)c(Nc2nc(-c3ccc(C)cc3)nc3ccccc23)c1	5%	17%[46 µM]	-2%
O=C(c1ccco1)N(Cc1cccnc1)c1nc2ccc(F)cc2s1	-3%	?	-1%
CC1Cc2cc(S(=O)(=O)N3CCN(c4ccccc4F)CC3)ccc2N1C(=O)C1CCC1 (stereo unspecified)	-1%	-2%[46 µM]	-3%

Reformatted with values under each structure: entries from further up.
Values run as follows: TRb SRC2 PPI, LMNA splice mod, TR SRC2 fluor cs
CCc1ccc(CNC(=O)c2ccc(CS(=O)(=O)Cc3ccccc3C)o2)cc1
 : -3%, 7%[46 µM], -1%
COc1cc(NC(=O)Cc2noc3ccccc23)cc(OC)c1OC
 : 3%, -12%[46 µM], -23%
